# MDM2 E3 inh: MDM2-luciferase reporter signal enhancers, primary screen, MDM2 E3 ligase inhibitor project, cell-based, luminescence, 1536-well; E3 ubiquitin-protein ligase Mdm2 (Homo sapiens), Q00987; cell-based MDM2 ubiquitination luciferase reporter, 2 h; 0 = plate control, 100 = twice control, blank-subtracted; signal enhancement, % at 5 µM; 210,000 compounds, 0.11% hits;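 active = signal enhancement of 30% or more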;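 also: luminescence tracks abundance of the self-degrading MDM2-luciferase fusion protein; higher signal means inhibition of MDM2 E3 ligase activity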
# Target sequence (Q00987 whole entry, looked up, the tested form may be a part): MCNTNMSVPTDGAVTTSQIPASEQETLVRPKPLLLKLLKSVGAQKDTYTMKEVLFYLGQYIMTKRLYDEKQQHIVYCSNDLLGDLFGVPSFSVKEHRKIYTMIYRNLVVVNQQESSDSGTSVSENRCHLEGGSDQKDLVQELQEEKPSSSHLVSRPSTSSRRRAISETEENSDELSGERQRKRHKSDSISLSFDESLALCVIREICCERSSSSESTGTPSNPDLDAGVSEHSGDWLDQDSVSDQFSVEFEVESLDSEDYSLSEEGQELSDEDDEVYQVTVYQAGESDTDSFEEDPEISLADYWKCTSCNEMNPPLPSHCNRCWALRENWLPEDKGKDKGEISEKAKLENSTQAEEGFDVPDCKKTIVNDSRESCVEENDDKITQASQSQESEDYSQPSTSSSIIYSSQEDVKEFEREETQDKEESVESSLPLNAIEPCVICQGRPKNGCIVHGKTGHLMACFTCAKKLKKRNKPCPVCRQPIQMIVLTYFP
#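 Material: stable MDM2–luciferase fusion reporter cells / Quantity: 2000 cells/well / Dosing: single 5 µM compound dose, 0.2% final DMSO / Buffer or medium: DMEM / Schedule: 4 h cell settling then 2 h compound exposure, 37 °C / Detection: luminescence with SteadyLite reagent, 15 min at room temperature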
# eIF4E 4G PPI: eIF4E–eIF4G protein interaction inhibitors, primary screen, biochemical, uHTS, TR-FRET, eIF4GI fragment. Eukaryotic translation initiation factor 4E (Mus musculus) + Eukaryotic translation …. TR-FRET eIF4E-eIF4GI(517-606) binding, 2 h. inhibition, % at 21.7 µM. 220,000 compounds, 0.37% hits. AID 782, 2007;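 active = inhibition above about 30%, limit read from the data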;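 also: 0% = full FRET control wells and 100% = background wells lacking eIF4GI fragment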
# Calpain2 inh: inhibitors of pig calpain II, primary screen, biochemical, fluorogenic peptide substrate, 1536-well; inhibition, % at 16 µM; AID 1236, 2008; 220,000 compounds, 0.37% hits; purified calpain II, 30 min;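 active = inhibition above about 50%, limit read from the data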
# EBV gp42 inh: Epstein-Barr virus gp42 inhibitors, primary screen, biochemical, uHTS, fluorescence polarization; Fluorescence polarization binding assay, mP read-out; inhibition, % (tested at 21.74 µM); 220,000 compounds, 0.42% hits; in the data active = inhibition above about 50%
# Target sequence (Q1HVG2 whole entry, looked up): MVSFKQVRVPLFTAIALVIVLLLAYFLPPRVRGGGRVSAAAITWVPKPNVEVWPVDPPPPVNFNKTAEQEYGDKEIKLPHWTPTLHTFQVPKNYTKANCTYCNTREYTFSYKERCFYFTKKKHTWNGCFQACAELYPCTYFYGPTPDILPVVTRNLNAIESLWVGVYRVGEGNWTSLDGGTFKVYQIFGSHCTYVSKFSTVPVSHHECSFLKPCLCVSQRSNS
# Cl transport mod: KCC2 cotransporter modulators, thallium flux, primary screen, cell-based, HEK293 KCC2, FluoZin-2 fluorescence, MLSMR; Solute carrier family 12 member 5 (Homo sapiens), Q9H2X9; KCC2 cells, thallium flux FluoZin-2 fluorescence; B-score of Tl+ flux slope (higher = more flux/activation; lower = inhibition) at 10 µM; 190,000 compounds, 2.2% hits; AID 1456, 2008;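 active = thallium flux slope and its plate-corrected score both differing from the plate sample mean at a set confidence after two filtering rounds, in either direction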;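 also: slope of fluorescence scaled to starting intensity during 10 to 20 s after thallium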
# zVAD death inh: inhibitors of zVAD-triggered necroptosis, primary screen, L929 cells; L929 zVAD necroptosis rescue, ATP luminescence, 24 h; with zVAD 60 µM; viability rescue, % at 10 µM; 220,000 compounds, 0.38% hits; AID 1377, 2008;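 active = activation, scaled between plate controls, above about 75%, limit read from the data; inactive = activation under that limit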;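 also: 0% = zVAD with DMSO and 100% = DMSO alone without zVAD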
# PERK inh: block of dimerizer-induced PERK translation repression, primary screen, PERK inhibitor project, CHO PERK-DD cells, SEAP luminescence, HTS | 220,000 compounds, 0.17% hits | CHO PERK-DD fusion, SEAP luminescence translation reporter | inhibition, % at 5.6 µM | Eukaryotic translation initiation factor 2-alpha kinase 3 (Homo sapiens), Q9NZJ5;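 active = inhibition above the mean inhibition of all tested compounds plus 3 SD, set separately per screening campaign, cut at about 2.9% in these data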;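 also: PERK kinase domain activated by AP20187 dimerizer at 100 nM; 0% = DMSO with dimerizer and 100% = rapamycin at 8.4 µM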
# TNF necrop inh: inhibitors of TNF-alpha triggered necroptosis, primary screen, cell-based, Jurkat FADD-/-, single concentration | Jurkat FADD-/- TNF necroptosis rescue, ATP luminescence, 24 h; 0 = TNF only, 100 = no-TNF cells | 220,000 compounds, 0.068% hits | activation (protection from cell death), % at 10 µM;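 active = activation, meaning protection from cell death, of at least 50% relative to plate controls; inactive = activation below 50%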;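 also: necroptosis triggered by 40 ng/mL TNF-alpha added together with compound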
# Rad51 HR inh: human RAD51 strand exchange inhibitors, primary screen, biochemical, fluorescence; hRad51 DNA strand exchange, fluorescence dequenching; 200,000 compounds, 0.085% hits; AID 1385, 2008; inhibition, % at 10 µM;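 active = inhibition above 40% at the single screening dose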;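 also: 0% = DMSO control wells and 100% = blanks with heterologous ssDNA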
# Target sequence (Q06609 whole entry, looked up): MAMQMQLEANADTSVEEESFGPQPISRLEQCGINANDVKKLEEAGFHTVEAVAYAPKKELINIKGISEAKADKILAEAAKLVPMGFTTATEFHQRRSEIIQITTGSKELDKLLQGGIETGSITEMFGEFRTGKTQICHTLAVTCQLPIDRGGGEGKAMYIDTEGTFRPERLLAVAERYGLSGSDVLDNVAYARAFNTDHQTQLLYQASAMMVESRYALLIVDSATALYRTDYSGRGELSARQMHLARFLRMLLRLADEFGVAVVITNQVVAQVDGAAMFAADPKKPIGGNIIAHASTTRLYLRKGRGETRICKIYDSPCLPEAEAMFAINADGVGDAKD
#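 Read-out basis: percent inhibition relative to plate controls and blanks / Assay system: human Rad51 nucleoprotein filaments preassembled on unlabelled ssDNA / Timing: filaments 15 min 37 °C, then compound 30 min / Control set: per-plate controls and blanks / Technique: fluorescence dequenching at 485/520 nm / Compound: 10 µM final, single point / Also added: Fluorescein- and BHQ1-tagged 47-mer duplex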
# * marks the source's active call; other numbers are inactive results; i = inactive; nt = not tested or not shown; [ ] = dose if it differs, or a comment. Outcome played no part in choosing rows; 3.6% or so of the library scored in one or more.
SMILES,MDM2 E3 inh,eIF4E 4G PPI,Calpain2 inh,EBV gp42 inh,Cl transport mod,zVAD death inh,PERK inh,TNF necrop inh,Rad51 HR inh
CCCNC(=O)CN(c1cccc(F)c1)S(C)(=O)=O,-1,5,14,-2,0.9,-0.2,0.0,3.0,nt
c1csc(-c2ncc3ccccn23)c1,-11,-1,-142,-3,-0.52,0.3,0.6,-1.3,nt
CCCCOC(=O)C1CCC[C@@H](C)N1 (stereo partly specified),-23,-1,2,-22,-0.34,-0.2,1.0,-1.4,2
COCCCNc1nc2nonc2nc1N1CCN(C2CCCC2)CC1,0,3,-19,-8,0.12,3.6,0.3,1.2,-1
OC1CCCN(C(=S)NCc2ccccc2)C1 (stereo unspecified),-17,-2,-21,11,0.2,1.7,-0.2,0.2,4
Cc1cc(C)n(C(=O)Cn2nc(C(F)F)cc2C)n1,-2,1,16,-11,0.17,0.3,0.3,-0.1,4
COCCCn1c(SCC(=O)Nc2ccc3c(c2)OCCO3)nnc1-c1ccoc1C,-12,4,-11,-15,nt,2.8,-0.2,0.8,1
N#CC1=C(N)C(C#N)(C#N)C(c2cccnc2)C2CC(c3ccccc3)CC=C12 (stereo unspecified),-14,-5[fluorescence artefact?],-72,23,-2.6*,0.0,-0.4,-3.4,-2
Cc1cc2ccccn2c1C(=O)c1nc(NCc2ccccc2)ncc1Cl,-1,5,-20,-25,-0.094,1.7,0.5,1.6,10
Cc1ccc(Oc2cc(N3CCOCC3)nc(-c3ccccc3)n2)cc1,-2,0,4,-7,0.66,-0.1,-0.3,-1.8,-5
CN(C)CCNC(=S)Nc1ccc(F)c(F)c1F,-18,0,-1,-16,0.78,0.3,1.0,1.3,18
COCCn1c(SCc2ccc(C(=O)OC)o2)nnc1-c1c[nH]c2ccccc12,-6,-2,5,-21,nt,1.5,0.6,2.3,0
COc1ccc(S(=O)(=O)Oc2ccc3c(c2)O/C(=C\c2cccnc2)C3=O)cc1,-18,-49,-327,-13,nt,-0.1,0.0,-2.4,9
O=C(CSc1nnc(-c2cccnc2)o1)OC1CCCCC1,-19,-7,8,-17,-0.96,-0.2,0.2,-0.8,-9
NCCS,nt,-9,-16,-4,-0.22,2.8,2.2,0.7,4
CC1(C)CC2CC(C)(CN2C(=S)Nc2ccccc2F)C1 (stereo unspecified),12,-1,-11,0,-0.16,2.0,-0.3,-0.1,-1
S=C(NCCCN1CCOCC1)Nc1ccc(-c2nc3ccccc3[nH]2)cc1,-6,-5,-15,-11,-1.1,13,0.2,2.7,-3
Cc1ccc(N2C(=O)c3sc4nnc(C)c(=O)n4c3C2=O)cc1,nt,7,37,7,-0.24,-0.3,-0.7,0.4,1
COc1ccccc1N(C(=O)c1ccncc1)c1nc(-c2ccc([N+](=O)[O-])cc2)cs1,-8,-3,-10,5,-0.81,-1.0,-1.2,2.3,-2
O=C(NCCOc1nc(N2CCOCC2)nc(N2CCOCC2)n1)Nc1ccccc1,-22,3,11,-13,0.22,0.2,-0.2,0.5,-4
Cc1cccc(OP(=O)(Nc2c(C)n(C)n(-c3ccccc3)c2=O)Oc2cccc(C)c2)c1,2,-5,17,6,-2.4,0.1,-0.5,1.0,3
COC(=O)c1c(NC(=O)C2COc3ccccc3O2)sc2c1CCN(Cc1ccccc1)C2 (stereo unspecified),-13,2,5,-14,0.024,0.6,-0.5,0.2,-6
Cc1nc(NC(=O)c2csc3ccccc23)sc1C,-37,0,-1,-8,-0.23,0.0,-0.1,0.1,2
COC(=O)C1=C(C)Nc2[nH]c(=S)[nH]c(=O)c2C1c1ccc(O)cc1 (stereo unspecified),-15,0,17,-12,-0.077,-0.1,0.8,-0.9,10
O=C(NCCCn1ccnc1)c1cc(-c2ccncc2)nc2ccccc12,-10,1,-18,-18,0.31,1.8,1.2,-0.3,nt
# Additional compounds:
SMILES,MDM2 E3 inh,eIF4E 4G PPI,Calpain2 inh,EBV gp42 inh,Cl transport mod,zVAD death inh,PERK inh,TNF necrop inh,Rad51 HR inh
CCOc1cc(-c2nc(-c3ccc(OC)cc3)no2)cc(OCC)c1OCC,3,-2,-2,-11,0.6,0.1,1.8,-0.6,3
CCn1ccnc1CN(C)C(=O)CC1C(=O)NCCN1Cc1c(F)cccc1Cl (stereo unspecified),-10,3,4,-8,nt,0.3,0.8,0.1,nt
O=C(COC(=O)Cc1ccccc1F)Nc1cc(S(=O)(=O)N2CCOCC2)ccc1N1CCCC1,-13,0,-5,1,-1.8,-1.0,0.6,1.3,-7
O=C(COC(=O)CCCc1nc2ccccc2s1)NC(=O)NCc1ccco1,-6,5,-47,11,-1.6,5.2,1.4,0.6,23
Cc1cccc(N2CC(=O)N(c3cccc(C)c3)CC2=O)c1,-14,-2,-13,-33,nt,1.0,-0.4,0.2,2
CN(CCNC(=O)CCCOc1cc(=O)n(C)c2ccccc12)Cc1ccccc1,17,0,3,-6,-0.022,9.2,0.5,-3.2,5
COc1cc(/C=C/C(=O)OCC(=O)Nc2ccc([N+](=O)[O-])cc2)ccc1O,-7,5,-17,-6,nt,2.0,-0.4,-7.5,-56
NC(=O)CN1CCOCCOCCN(CC(N)=O)CCOCC1,-5,-2,-15,-12,nt,0.3,-0.1,0.3,2
O=C(c1ccccc1)c1cccc(NC(=O)c2ccc(Br)o2)c1,-60,12[fluorescence artefact?],29,-6,nt,0.3,-1.6,-0.3,-8
Cc1ccc(NC(=O)/C(C#N)=C/c2ccc(Sc3nc(C)cc(C)n3)o2)cc1,-12,-2,-49,-27,1.1,-1.4,1.0,0.1,-7
CCC1CCCCN1Cc1nc2c(c(=O)n(C)c(=O)n2C)n1Cc1ccccc1 (stereo unspecified),5,2[fluorescence artefact?],-22,0,0.18,0.7,0.0,2.0,-3
c1ccc(-c2cc(N3CCCCC3)c3ccccc3n2)cc1,-2,2,50*,3,0.71,-0.7,0.3,-1.2,nt
CCC(CC)C1C(C#N)=C(N)Oc2cc(C)oc(=O)c21 (stereo unspecified),-4,7[fluorescence artefact?],7,-8,0,0.0,0.1,-2.5,-2
Cc1nnc(SC(C)C(=O)Nc2c(C)n(C)n(-c3ccccc3)c2=O)n1N (stereo unspecified),3,-4,-50,0,0.77,0.2,0.7,-0.4,27
O=C(O)CCn1c(=O)n(CCC(=O)O)c(=O)n(CCC(=O)O)c1=O,6,-4,-13,-14,0.47,-0.6,0.7,0.7,0
c1ccc(SCCCCNC2CCCC2)cc1,-20,-3[fluorescence artefact?],-11,4,0.61,1.5,-0.8,1.8,16
O=C(/C(=C(\[O-])c1ccccc1)[n+]1ccc2ccccc2c1)c1ccccc1,-16,3[fluorescence artefact?],28,74*,0.031,0.6,0.3,-0.1,7
O=C(CCC(=O)Nc1ccccc1Cl)N/N=C/c1c[nH]c2ccccc12,3,-3,9,10,-2.2,0.3,0.0,1.5,nt
COc1ccc(-n2ccc(-c3nn(-c4cccc(C(F)(F)F)c4)ccc3=O)n2)cc1,-7,-4,-7,-7,nt,-0.4,0.1,-6.0,-2
CCO[C@H]1OC(C(=O)N2CCOCC2)=C[C@@H](c2ccc(C(F)(F)F)cc2)[C@@H]1CCCO,nt,1,8,-10,-0.64,-0.8,1.4,-0.5,1
O=C(Nc1ccc(Cl)cc1)OCc1cc(-c2ccccc2)on1,-18,1,7,6,-0.53,0.0,0.1,-0.8,-5
Cc1nc2ccccc2c2nc(NC(=O)C(F)(F)F)nn12,14,-1,-28,-11,nt,2.8,1.6,0.3,4
Cc1[nH]c(=O)[nH]c(=O)c1/C=C/C(=O)O,nt,-7,-33,-5,nt,0.1,1.2,3.0,6
Nc1nc(N2CCCCC2)nc(N2CCCCC2)n1,nt,-12[fluorescence artefact?],-23,-6,-0.018,1.8,-0.5,0.5,4
CCCn1c(=N)n(CCOCCOCCn2c(=N)n(CCC)c3ccccc32)c2ccccc21,nt,nt,nt,nt,-0.012,-0.3,-0.2,-1.1,nt

# Full records, quoted from the list.
# Listed for `Cc1nc2ccccc2c2nc(NC(=O)C(F)(F)F)nn12` = MDM2 E3 inh = 14; eIF4E 4G PPI = -1; Calpain2 inh = -28; EBV gp42 inh = -11; Cl transport mod = nt; zVAD death inh = 2.8; PERK inh = 1.6; TNF necrop inh = 0.3; Rad51 HR inh = 4
# Listed for `CCCn1c(=N)n(CCOCCOCCn2c(=N)n(CCC)c3ccccc32)c2ccccc21` = MDM2 E3 inh = nt; eIF4E 4G PPI = nt; Calpain2 inh = nt; EBV gp42 inh = nt; Cl transport mod = -0.012; zVAD death inh = -0.3; PERK inh = -0.2; TNF necrop inh = -1.1; Rad51 HR inh = nt

# Other entries
SMILES,MDM2 E3 inh,eIF4E 4G PPI,Calpain2 inh,EBV gp42 inh,Cl transport mod,zVAD death inh,PERK inh,TNF necrop inh,Rad51 HR inh
CCCCCn1nc(C(=O)OCC(=O)c2c(N)n(C)c(=O)n(C)c2=O)c2ccccc2c1=O,-9,1,38,-27,-3.3,-0.7,0.7,-0.3,-12
O=c1oc2ccccc2n1CCc1ccccc1,-16,3,5,-12,0.99,0.4,0.9,-1.0,3
Cc1ccc(Cn2c(SCC(=O)N/N=C/c3ccc(C)o3)nc3ccccc32)cc1,6,-25,-113,13,-0.3,-0.1,-0.1,-1.5,2
COC(=O)CNC(=O)CSc1nnc(C)c(=O)[nH]1,-8,-1,-1,-15,0.5,0.2,0.8,0.3,7
COC(=O)C1=CNC=C(C(=O)OC)C1c1cccc(OC)c1,-9,-1,i,-14,0.006,-0.8,0.2,-2.9,3
Cc1ccccc1-n1c(C)nnc1SCC(=O)NNC(=O)c1ccccc1,-8,-2[fluorescence artefact?],-16,5,-0.43,1.2,0.3,1.6,6
O=C(O)CS(=O)(=O)CC(=O)O,-14,-1,8,-6,0.85,0.0,0.1,-2.2,0
Cn1c2ccccc2c(=O)c2c(=O)n(-c3ccc(F)cc3)c(-c3cccs3)nc21,-16,6,0,-3,-0.056,0.7,-0.1,-4.4,-1
N#CCc1nn2c3c(cnc2c1C#N)C(=O)CCC3,-20,10,0,0,0.2,0.6,0.4,-0.1,-5
O=C(/C=C/c1cccnc1)c1ccccc1O,nt,3,-29,-4,-0.14,-0.2,0.2,-5.7,-5
CN(C)CCNC(=O)c1sc2cccc(F)c2c1Cl,-10,-2,-16,1,-1,25,-0.5,4.1,8
O=C(Nc1ccc(Cl)cn1)C1CCN(S(=O)(=O)c2cccs2)CC1,-73,0,-2,-10,0.31,-0.1,-1.8,-1.9,4
Nc1c(C(=O)O)sc2nc(-c3ccccc3)cc(-c3ccc(F)cc3)c12,-9,8,13,-1,-5.4*,0.1,-0.3,-2.1,-62

# Bioassay records from PubChem.
